FLuc stim CS: FLuc activators, initial screening, artefact control for FLuc-dependent activation tests, biochemical, ATPlite luminescence; Luciferin 4-monooxygenase (Photinus pyralis), P08659; ATPlite luciferase biochemical, 10 min; 0 = ATP-free wells, 1 = DMSO control; activation factor at 10 µM; 200,000 tested, under 10 active; AID 1027, 2008;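 active means luciferase activation factor, scaled between plate controls, of at least 2 with compound at 10 µM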
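Assay system – cell-free luciferase reagent · Medium – PBS-based ATP solution · Dosing – test compounds dosed from 2 mM stocks in 100% DMSO · Timing – 10 min, room temperature · Technique – light output (luminescence) · Measure – luminescence gain marking luciferase activators · Controls – No-ATP low control, compound-free enzyme-plus-ATP high control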
PMI activator: activators of human PMI, primary screen, biochemical, fluorescence intensity, near-Km mannose 6-phosphate | activation factor at 20 µM | AID 1214, 2008 | actives 0.005% (n = 190,000) | purified human PMI, coupled resazurin fluorescence, 20 min; active compounds read high; 1 = vehicle control, 0 substrate-free wells;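 active means activation factor of 2 or more at 20 µM, relative to plate controls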
Target sequence (P34949 whole entry, looked up): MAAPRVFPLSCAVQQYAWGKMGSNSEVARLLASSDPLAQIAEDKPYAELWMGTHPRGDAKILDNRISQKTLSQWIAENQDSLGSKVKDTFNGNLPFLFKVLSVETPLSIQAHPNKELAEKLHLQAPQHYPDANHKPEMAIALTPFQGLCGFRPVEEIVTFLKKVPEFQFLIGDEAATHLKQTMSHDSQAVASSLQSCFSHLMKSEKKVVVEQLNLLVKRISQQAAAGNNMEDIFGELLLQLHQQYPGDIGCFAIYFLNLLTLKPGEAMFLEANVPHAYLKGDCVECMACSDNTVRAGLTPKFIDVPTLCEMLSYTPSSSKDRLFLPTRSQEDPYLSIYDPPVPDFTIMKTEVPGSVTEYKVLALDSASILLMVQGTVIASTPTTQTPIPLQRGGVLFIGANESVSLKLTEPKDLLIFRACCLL
FLuc inh counter: firefly luciferase enzyme inhibitors, primary screen, artefact control for luciferase-based inhibitor screens, biochemical, luminescence, ATPLite | Luciferin 4-monooxygenase (Photinus pyralis), P08659 | 10 min | inhibition, % at 10 µM | actives 1.5% (n = 200,000) | AID 1006, 2008;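 active means inhibition above about 50% when tested at 10 µM, limit read from the data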
PMI act satM6P: human PMI activators, high substrate, primary screen, biochemical, fluorescence intensity, near-saturating mannose 6-phosphate. actives 0.34% (n = 190,000). activation factor at 20 µM. Mannose-6-phosphate isomerase (Homo sapiens), P34949. coupled PMI enzyme assay, resazurin fluorescence, 20 min; active compounds read high; 1 = untreated enzyme, 0 = substrate-free blank;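 active means activation factor of 2 or more at 20 µM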
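assay system = human phosphomannose isomerase with PGI, G6PDH, diaphorase coupling enzymes | quantity = 15 ng/mL PMI | incubation = enzyme reaction with compound 20 min at room temperature | medium = HEPES pH 7.4 buffer with MgCl2 and Tween-20 | compound dosing = one concentration, 20 µM, in 1% DMSO | measured by = Diaphorase-driven resazurin-to-resorufin fluorescence, excitation 544, emission 590 nm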
bIAP activator: bovine intestinal alkaline phosphatase activators, primary screen, biochemical, bovine IAP, CDP-star luminescence. purified bovine IAP, 30 min; active compounds read high; fold of DMSO-control signal, blank-subtracted. AID 1016, 2008. actives 0.17% (n = 200,000). alkaline phosphatase, intestinal [Bos taurus]. activation factor at 20 µM;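 active means activation factor of 2 or more at 20 µM, a signal rise over negative controls twice the positive control's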
TNAP inh hi DEA: human TNAP enzyme inhibitors, primary screen, biochemical, luminescent, high phosphate acceptor level, uHTS; Alkaline phosphatase, tissue-nonspecific isozyme (Homo sapiens), P05186; purified TNAP, CDP-star luminescence, 1 M DEA; inhibition, % at 20 µM; actives 0.03% (n = 200,000);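 active means over 50% inhibition of tissue-nonspecific alkaline phosphatase at 20 µM in the single-dose screen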;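 further: plate controls were DMSO wells for no effect and EDTA-quenched wells as full inhibition for full effect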
Target sequence (P05186 whole entry, looked up): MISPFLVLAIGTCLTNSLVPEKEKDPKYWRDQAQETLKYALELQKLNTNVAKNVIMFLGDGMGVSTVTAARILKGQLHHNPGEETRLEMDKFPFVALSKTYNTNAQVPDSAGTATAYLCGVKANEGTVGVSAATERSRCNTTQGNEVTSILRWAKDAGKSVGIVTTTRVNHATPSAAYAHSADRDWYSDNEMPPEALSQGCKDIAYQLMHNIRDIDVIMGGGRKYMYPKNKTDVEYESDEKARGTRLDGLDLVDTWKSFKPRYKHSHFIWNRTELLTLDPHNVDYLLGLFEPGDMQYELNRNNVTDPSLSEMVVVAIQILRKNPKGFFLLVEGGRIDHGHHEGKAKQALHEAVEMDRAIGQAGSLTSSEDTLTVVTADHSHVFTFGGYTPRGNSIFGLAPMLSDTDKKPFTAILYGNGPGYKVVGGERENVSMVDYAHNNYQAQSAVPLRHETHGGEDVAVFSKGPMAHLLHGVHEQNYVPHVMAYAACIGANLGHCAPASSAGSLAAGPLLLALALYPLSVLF
TNAP act hi DEA: TNAP activators at high phosphate acceptor level, primary screen, biochemical, luminescence, uHTS; activation factor at 20 µM; purified TNAP, CDP-star luminescence, 1 M DEA, 30 min; active compounds read high; 0 = EDTA background, 1 = DMSO-only activity; 200,000 tested, under 10 active; Alkaline phosphatase, tissue-nonspecific isozyme (Homo sapiens), P05186;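 active means activation factor at least 2 at 20 µM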
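system = human TNAP | amount = enzyme diluted 1/800 final | reagent = 100 µM CDP-star substrate | signal = luminescent substrate turnover signal | dosing = one dose, 20 µM | benchmarks = EDTA negative control, DMSO positive control | measure = activation factor | timing = 30 min reaction, room temperature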
TNAP inh noacc: human TNAP enzyme inhibitors, primary screen, biochemical, luminescent, no phosphate acceptor, uHTS; purified TNAP, CDP-star luminescence, 30 min; actives 0.26% (n = 200,000); inhibition, % at 20 µM;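 active means tissue-nonspecific alkaline phosphatase inhibition above about 50% at 20 µM in the single-dose screen, limit read from the data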;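 further: 0% = DMSO negative control and 100% = EDTA positive control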
NF-kB expr up: activators of NF-kB expression in neurons, primary screen, cell-based, HTS | human neuronal cells, NF-kB reporter expression; active compounds read high | fold change at 12.5 µM | actives 1.6% (n = 190,000); in the data active means fold change above about 3.3
APP 5'UTR act: activators of APP 5'UTR luciferase reporter, primary screen, SH-SY5Y cells; SH-SY5Y APP 5'UTR luciferase reporter, luminescence; zero percent = DMSO vehicle wells; activation, % at 2 µM; actives 1% (n = 190,000); AID 1276, 2008;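 active means activation above a set limit, based on mean plus 3 SD of controls, cut at about 140% in these data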; further: values of inactives mirror those of a sister screen read the other way
Starred values were filed as active, the others as inactive; . = no result given.

SMILES | FLuc stim CS | PMI activator | FLuc inh counter | PMI act satM6P | bIAP activator | TNAP inh hi DEA | TNAP act hi DEA | TNAP inh noacc | NF-kB expr up | APP 5'UTR act
CSc1ccccc1C(=O)NCc1ccc(F)cc1 | 1.1 | 1 | -8 | 1 | 0.9 | -7 | 1.1 | -6 | 1.3 | 25
CCOc1cc(C(C#N)N2CCCCC2)ccc1OC (stereo not given) | 1 | 1 | -4 | 1 | 0.9 | 0 | 1 | 9 | 1 | 6
Cc1ccc(Nc2nc(N)nc(CN3CCN(c4ccccc4F)CC3)n2)cc1 | 1 | 1.2 | -1 | 1.2 | 1 | -3 | 1 | -5 | 0.58 | 4
CC1=C(C(=O)Nc2ccccc2)C(c2ccco2)C(C#N)=C(SCC(N)=O)N1 (stereo not given) | 1 | 1 | -4 | 1.1 | 0.9 | -8 | 1.1 | -11 | 1.1 | .
COC(=O)c1c(NC(=O)C(C)C)sc2c1C(C(=O)OC)CC2 (stereo not given) | 1.1 | 0.9 | -6 | 1 | 1 | -1 | 1 | -5 | 1.1 | -2
Cc1sc2ncnc(Sc3ccccc3C(=O)Nc3ccccc3Cl)c2c1C | 1.1 | 0.8 | -5 | 0.9 | 1.1 | 2 | 1 | -2 | 1 | -4
Cn1c(=O)c(=O)n(C)c2cc(S(=O)(=O)N3CCN(c4ccccc4F)CC3)ccc21 | 1 | 1.1 | 0 | 1.1 | 1.1 | 1 | 1 | -6 | 1.1 | 5
[O-]/C(=C(\C(=S)Nc1ccccc1F)[n+]1ccccc1)c1ccc(-c2ccccc2)cc1 | 1 | 0.8 | -1 | 0.6 | 0.8 | -2 | 1 | -6 | 1.1 | 6
COC(=O)c1ccc(C(NC(=O)OCc2ccccc2)/C(C)=C/[C@@H](C)C(=O)NCc2ccc(OC)c(OC)c2)cc1 (stereo not given in full) | 1.1 | 0.9 | -8 | 0.9 | 0.9 | -7 | 1.1 | -15 | 0.29 | -4
CCOC(=O)C1(Cc2ccc(Cl)cc2)CCN(C(=O)C2CCCO2)CC1 (stereo not given) | 1 | 0.9 | -4 | 1.1 | 1.1 | -1 | 1 | -2 | 0.93 | 3

A second format for some results above.
Molecule: CSc1ccccc1C(=O)NCc1ccc(F)cc1
  FLuc stim CS: 1.1
  PMI activator: 1
  FLuc inh counter: -8
  PMI act satM6P: 1
  bIAP activator: 0.9
  TNAP inh hi DEA: -7
  TNAP act hi DEA: 1.1
  TNAP inh noacc: -6
  NF-kB expr up: 1.3
  APP 5'UTR act: 25
Molecule: CCOc1cc(C(C#N)N2CCCCC2)ccc1OC (stereo not given)
  FLuc stim CS: 1
  PMI activator: 1
  FLuc inh counter: -4
  PMI act satM6P: 1
  bIAP activator: 0.9
  TNAP inh hi DEA: 0
  TNAP act hi DEA: 1
  TNAP inh noacc: 9
  NF-kB expr up: 1
  APP 5'UTR act: 6

Next part.
SMILES | FLuc stim CS | PMI activator | FLuc inh counter | PMI act satM6P | bIAP activator | TNAP inh hi DEA | TNAP act hi DEA | TNAP inh noacc | NF-kB expr up | APP 5'UTR act
Cc1ccccc1-n1c(SCC(=O)Nc2ccccc2)nc2nc3c(cc2c1=O)CCCC3 | 1.1 | 0.9 | -10 | 1 | 1.2 | 0 | 1 | -14 | 0.38 | -3
COc1ccc(Cl)cc1N(CC(=O)N/N=C/c1ccc(OCC(N)=O)cc1)S(C)(=O)=O | 1 | 1.2 | 1 | 1.2 | 1.1 | 5 | 1 | 0 | 1.2 | -1
CC(C)(C#N)c1cc(Cn2cncn2)cc(C(C)(C)C#N)c1 | 1 | 1 | -2 | 1 | 1.1 | -3 | 1 | -5 | . | .
O=C1C(Cc2c[nH]c3ccccc23)NC(=S)N1Cc1ccccc1 (stereo not given) | 1.1 | 0.9 | -8 | 1 | 0.9 | -9 | 1.1 | -11 | 0.91 | -12
CC1CN(C(=O)c2cc3cc([N+](=O)[O-])ccc3oc2=O)CC(C)O1 (stereo not given) | 1.1 | 0.9 | -5 | 0.9 | 0.8 | 12 | 0.9 | 7 | 1.2 | 5
CCOC(=O)c1cc2c(ccn2C)n1CC(=O)N(Cc1ccccc1)c1ccccc1 | 1.1 | 0.9 | -7 | 0.9 | 1 | 0 | 1 | -3 | 0.75 | 19
COc1ccc(-n2c(=O)cc(N3CCN(c4ccccc4OC)CC3)[nH]c2=O)cc1 | 1 | 1 | 3 | 0.9 | 0.9 | -1 | 1 | -8 | 1.1 | -12
Clc1ccc(-c2c[n+](Cc3cccc(Cl)c3)c3n2CCC3)cc1 | 1.1 | 1.1 | -5 | 1.1 | 0.8 | -7 | 1.1 | -15 | 0.79 | 10
Nc1nc2ccccc2nc1N | 1 | 0.9 | 1 | 0.9 | 1 | -7 | 1.1 | 2 | 1.3 | 10
COc1ccc(NC(=O)COC(=O)/C=C/c2ccccc2[N+](=O)[O-])cc1OC | 1 | 0.9 | -5 | 1 | 0.8 | -3 | 1 | -16 | 1 | 6
CC1CCCC(NC(=O)C2CCN(S(=O)(=O)N3CCC4(CC3)OCCO4)CC2)C1C (stereo not given) | 1 | 0.9 | -4 | 0.9 | 1.1 | -4 | 1 | -7 | 0.98 | -4
O=C(CSc1nnc2ccccn12)Nc1ccccc1C(=O)NC1CC1 | 1 | 1.1 | -5 | 1.2 | 1.1 | -6 | 1.1 | 1 | 1 | 1
CC(C)(C)c1ccc(C(=O)N/C(=C/c2cccs2)C(=O)NCc2ccco2)cc1 | 1.1 | 0.9 | -7 | 1 | 0.8 | 0 | 1 | -9 | 0.89 | 11
Cc1ccccc1CSc1nnc(Cn2c(=O)sc3ccccc32)n1C | 1 | 0.9 | -2 | 1 | 0.9 | 2 | 1 | -5 | 0.92 | 5
COc1cc2c(cc1OC)C(c1ccccc1)N(C(=O)CSCC(=O)O)CC2 (stereo not given) | 1 | 1.2 | 1 | 1.1 | 0.8 | 1 | 1 | -3 | 1.3 | 15
O=C(O)c1ccc(-n2cccc2)cc1O | 1 | 0.9 | 2 | 0.9 | 0.9 | 3 | 1 | -5 | 1 | 11
COC(=O)c1sc(NC(=O)/C=C/c2ccc(C)cc2)nc1C | 1 | 1 | 0 | 1.1 | 1.1 | -2 | 1 | -10 | 1.2 | 30
CC(NC(=O)CCN1N=C(c2ccccc2)CCC1=O)c1ccc2c(c1)OCCO2 (stereo not given) | 1 | 1 | -2 | 1 | 1 | -4 | 1 | -10 | 1.1 | 0
COc1cccc(C2C(C(=O)/C=C/c3ccco3)=C(O)C(=O)N2CCN2CCOCC2)c1 (stereo not given) | 1 | 1.1 | 0 | 0.5 | 1 | 1 | 1 | -6 | 1.1 | 5
COC(=O)CCC/C=C1\SC[C@@H](NC(=O)c2ccccc2)C1NC(C)=O (stereo not given in full) | 1.1 | 1.1 | -10 | 1 | 1.3 | -3 | 1 | 0 | 0.96 | -5
CCCCC(=O)OCC(=O)Nc1ccc(SC(F)F)cc1 | 1 | 1 | 2 | 1 | 1 | -2 | 1 | -10 | 1 | 0
Cn1c(Cc2ccccc2)nnc1SCC(=O)Nc1ccccc1 | 1 | 0.9 | -2 | 0.9 | 0.9 | 0 | 1 | -2 | 0.92 | -12
COC(=O)c1ccc(CSc2nc3ccccc3c(=O)n2Cc2ccco2)o1 | 1.1 | 0.9 | -7 | 0.9 | 0.9 | -7 | 1.1 | -14 | 0.47 | -3
COc1cc(Br)cc2cc(C(=O)N3CCN(c4ccccn4)CC3)c(=O)oc12 | 1 | 0.9 | -4 | 0.9 | 1.1 | -3 | 1 | -9 | 1.1 | -1
O=C(c1cccc(C(F)(F)F)c1)C1CCCN(C(=O)CCCn2cncn2)C1 (stereo not given) | 1 | 0.9 | -1 | 1 | 1.1 | -1 | 1 | -7 | 1.2 | 31
O=C(c1oc(=O)c2ccccc2c1-c1ccccc1)N1CCN(C2CCCCC2)CC1 | 1.1 | 1 | -6 | 1 | 1 | -8 | 1.1 | -9 | 0.97 | -3
COc1ccc(C(=O)CSc2nnc(Cc3ccccc3)o2)cc1 | 1 | 1 | -3 | 1 | 1 | -5 | 1 | -9 | 1.2 | -3
COCCN(C(=O)CSc1nnc(Nc2ccc(C)cc2)s1)c1c(N)n(CC(C)C)c(=O)[nH]c1=O | 0.6 | 1 | 40 | 1 | 1.2 | -6 | 1.1 | -4 | 1.1 | -6
CC(C)(C)c1ccc(C(CC(=O)O)NC(=O)CCCc2ccccc2)cc1 (stereo not given) | 1 | 1 | -4 | 0.9 | 1 | -3 | 1 | -3 | 0.9 | 18
COc1ccc(-c2[nH]ncc2CN(C)Cc2c(C)n[nH]c2C)c(OC)c1 | 1.1 | 1 | -6 | 1 | 1.6 | -1 | 1 | -9 | 1 | 13
N#Cc1c(NC(=O)CN2CCN(S(=O)(=O)c3ccc4c(c3)OCCO4)CC2)sc2c1CCC2 | 1.1 | 1.1 | -9 | 1.1 | 0.9 | -3 | 1 | -3 | 1.1 | 15
C=CCn1c(=O)c2ccc(C(=O)NCc3ccccc3)cc2n(Cc2cccc(Cl)c2)c1=O | 1 | 0.9 | 3 | 0.9 | 0.9 | 2 | 1 | 0 | 1.3 | -9
COc1ccc(C(=O)CNc2ccccc2CO)cc1 | 0.5 | 1.1 | 45 | 1 | 1 | 4 | 1 | -4 | 2.1 | 19

Entries from the list above that contain a Cl atom (five):
SMILES | FLuc stim CS | PMI activator | FLuc inh counter | PMI act satM6P | bIAP activator | TNAP inh hi DEA | TNAP act hi DEA | TNAP inh noacc | NF-kB expr up | APP 5'UTR act
Cc1sc2ncnc(Sc3ccccc3C(=O)Nc3ccccc3Cl)c2c1C | 1.1 | 0.8 | -5 | 0.9 | 1.1 | 2 | 1 | -2 | 1 | -4
CCOC(=O)C1(Cc2ccc(Cl)cc2)CCN(C(=O)C2CCCO2)CC1 (stereo not given) | 1 | 0.9 | -4 | 1.1 | 1.1 | -1 | 1 | -2 | 0.93 | 3
COc1ccc(Cl)cc1N(CC(=O)N/N=C/c1ccc(OCC(N)=O)cc1)S(C)(=O)=O | 1 | 1.2 | 1 | 1.2 | 1.1 | 5 | 1 | 0 | 1.2 | -1
Clc1ccc(-c2c[n+](Cc3cccc(Cl)c3)c3n2CCC3)cc1 | 1.1 | 1.1 | -5 | 1.1 | 0.8 | -7 | 1.1 | -15 | 0.79 | 10
C=CCn1c(=O)c2ccc(C(=O)NCc3ccccc3)cc2n(Cc2cccc(Cl)c2)c1=O | 1 | 0.9 | 3 | 0.9 | 0.9 | 2 | 1 | 0 | 1.3 | -9

Source: PubChem BioAssay
